# Lipid droplet = inhibitors of hepatocyte lipid droplet formation, primary screen, imaging, high-throughput imaging, BODIPY stain; inhibition, % at 6.5 µM; actives 0.4% (n = 240,000); AML12 mouse hepatocytes, oleate lipid droplets;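 active means lipid droplet intensity inhibited by at least 50%, with more than 500 cells counted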
#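 Assay system: AML12 mouse liver cells | Compound: 6.5 µM single-point dosing | Schedule: Overnight exposure | Technique: Fluorescence imaging, 20x objective, two fields per well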
# LYP inhibition = inhibitors of LYP phosphatase, biochemical, fluorescence intensity, uHTS (AID 1779); Tyrosine-protein phosphatase non-receptor type 22 (Homo sapiens); inhibition, % at 11.5 µM; hits with a dose series show IC50 in µM; recombinant LYP phosphatase, fluorescence intensity; higher % means a stronger effect; actives 0.054% (n = 290,000); in the data active means inhibition above about 50%;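 further: plate controls were vehicle with enzyme for no effect and no enzyme for full effect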
# GPR55 activation = GPR55 agonists via beta-arrestin recruitment, primary screen, imaging, U2OS cells, beta-arrestin-GFP redistribution (AID 1961). activation, % at 10 µM; hits with a dose series show EC50 in µM. G-protein coupled receptor 55 (Homo sapiens). U2OS GPR55 beta-arrestin-GFP redistribution imaging; higher % means a stronger effect. actives 0.048% (n = 290,000);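 active means activation above 40% with more than 50 cells counted in the well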;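 further: U2OS osteosarcoma cells stably expressing GPR55 and beta-arrestin-GFP; plate controls were DMSO negative control for no effect and LPI positive control for full effect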
# MgcRacGAP inhibition = MgcRacGAP GTPase-activating activity inhibitors, confirmation, biochemical, ADP Hunter fluorescence | AID 624330, 2012 | inhibition, % at 30 µM; hits with a dose series show IC50 in µM | Rac GTPase-activating protein 1 (Homo sapiens) | MgcRacGAP-stimulated Rac1 GTP hydrolysis, ADP Hunter fluorescence; higher % means a stronger effect; GST-tagged Rac1 F28L mutant substrate | actives 0.6% (n = 340,000);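 active means first-screen hits whose inhibition reached a set limit at any dose in the follow-up dose series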;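 further: fluorescence reports GDP produced by GAP-driven GTP hydrolysis; strong numbers were not always called active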
# NTR1 agonist = agonists of NTR1, primary screen, imaging, U2OS cells, beta-arrestin-GFP, high content (AID 493036) | Neurotensin receptor type 1 (Homo sapiens), P30989 | NTR1-U2OS beta-arrestin-GFP spot imaging, agonist mode | activation, % at 20 µM | actives 0.17% (n = 330,000);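 active means activation at or above 40% of the spot to cytoplasm intensity ratio, with at least 20 cells analyzed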;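 further: 0% = DMSO without peptide and 100% = 100 nM NTR1 peptide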
# Target sequence (P30989 whole entry, looked up): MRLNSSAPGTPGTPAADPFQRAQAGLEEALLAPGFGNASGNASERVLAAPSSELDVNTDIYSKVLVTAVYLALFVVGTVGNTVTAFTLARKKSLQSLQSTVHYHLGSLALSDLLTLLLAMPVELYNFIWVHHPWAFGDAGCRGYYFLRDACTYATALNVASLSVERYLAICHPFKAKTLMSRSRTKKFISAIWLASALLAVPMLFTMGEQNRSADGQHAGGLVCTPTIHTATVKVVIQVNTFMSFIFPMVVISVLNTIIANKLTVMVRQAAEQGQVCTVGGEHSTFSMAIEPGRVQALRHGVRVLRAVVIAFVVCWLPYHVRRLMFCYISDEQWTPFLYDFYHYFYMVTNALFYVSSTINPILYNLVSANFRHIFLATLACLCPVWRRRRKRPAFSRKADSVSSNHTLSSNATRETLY
# SV40 large T antigen = SV40 large T antigen inhibitors, biochemical (AID 1903) | SV40 large T antigen ATPase/helicase inhibition assay; higher % means a stronger effect | inhibition, % at 20 µM, or IC50 in µM where a hit was titrated | actives 0.39% (n = 310,000); in the data active means a potency from the dose series; further: strong numbers were not always called active
# GPR55 antagonists = GPR55 antagonists blocking LPI-driven arrestin recruitment, primary screen, imaging, U2OS, beta-arrestin-GFP, LPI agonist (AID 2013). G-protein coupled receptor 55 (Homo sapiens). U2OS GPR55 beta-arrestin-GFP translocation imaging, LPI antagonism; higher % means a stronger effect. one-dose inhibition, % at 10 µM; IC50 in µM for titrated hits. actives 0.13% (n = 290,000);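 active means spots per cell inhibited over 60%, with over 100 cells counted and total cytoplasm intensity under 500,000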;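 further: U2OS cells stably carrying GPR55 and arrestin-GFP stimulated by 5 µM LPI near EC80; imaged beta-arrestin-GFP aggregate spots per cell after agonist stimulation; plate controls were LPI-stimulated DMSO wells for no effect and DMSO wells without LPI for full effect; some results filed as inactive read as strong as hits; confirmed hits need IC50 under 10 µM and bright autofluorescent wells are also inconclusive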
# GPR35 arrestin U2OS = GPR35 antagonists blocking zaprinast-driven arrestin recruitment, primary screen, imaging, U2OS, beta-arrestin-GFP, zaprinast agonist (AID 2058) | G-protein coupled receptor 35 (Homo sapiens) | U2OS GPR35 beta-arrestin-GFP translocation imaging, zaprinast antagonism; higher % means a stronger effect | inhibition, % at 10 µM, or IC50 in µM where a hit was titrated | actives 0.052% (n = 290,000);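 active means inhibition of at least 50% with at least 30 cells and total cytoplasm GFP at most 10,000,000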
# T cell HTS = modulators of CD8 T cell-vesicle binding, primary screen, mouse 2C CD8+ T cells, flow cytometry; 2C CD8+ T cell-vesicle binding; hits give low values; calls only at 7 µM; actives 0.068% (n = 330,000);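 active means response, share of CD8 T cells binding vesicles, and their 90th percentile fluorescence all below set limits, cut at about 80% in these data, passing the limit was not always enough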
#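 material = purified 2C TCR transgenic mouse naive CD8+ T cells | controls = Unloaded micro-vesicles (low), QL9 vesicles with 0.7% DMSO (high) | detection = cytometric PE anti-B7-1 and Alexa647 anti-CD8 signals after 1% paraformaldehyde fixation | incubation = binding step 1.5 h, 37 °C, antibody labelling 20 min, ice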
# Lipid droplet cells 6.5 µM = recorded beside Lipid droplet, whose call it bears; cell count; measured here: cell count, cytotoxicity flag;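 cells counted across two imaged fields per well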
# T cell HTS vesicle-bound % = also measured in T cell HTS; calls as there; double positive events, %; measured here: CD8+ vesicle-bound cell fraction;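 binding gate set so that unloaded-vesicle control wells show 10% double positive cells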
# NTR1 agonist cell count 20 µM = further read-out of NTR1 agonist, marked with its call; cell count; measured here: cell count, cytotoxicity flag
# Numbers without * were called inactive; i = inactive; . = no result given.
SMILES,Lipid droplet,Lipid droplet cells 6.5 µM,LYP inhibition,GPR55 activation,MgcRacGAP inhibition,NTR1 agonist,NTR1 agonist cell count 20 µM,SV40 large T antigen,GPR55 antagonists,GPR35 arrestin U2OS,T cell HTS,T cell HTS vesicle-bound %
COc1ccccc1CNS(=O)(=O)c1cccc(S(=O)(=O)N2CCOCC2)c1,23,574,-1%,0.2%,-7%,3.3,48,1%,0%,6%,i,42
CCOC(=O)c1ccccc1NC(=O)Cn1cnc2c1c(=O)n(C)c(=O)n2C,.,.,-4%,-0.2%,8%,4.9,41,13%,16%,2%,i,55
O=C(Cn1cnc2c(nnn2Cc2ccc(F)cc2)c1=O)N1CCN(c2ccccc2)CC1,.,.,-3%,-0.1%,-2%,0.4,73,15%,4%,-1%,i,37
Cc1cccc(-n2ncc3c2CCCC3NC(=O)CC(F)(F)F)c1C (stereo not given),0,856,-1%,-0.1%,6%,-0.4,51,4%,-8%,2%,i,54
COc1ccc(C(=O)CSc2nnc(Cn3nnc4ccccc43)n2C)cc1,-2,814,-11%,-0.2%,3%,0.0,48,3%,-1%,-10%,i,22
CCOc1ccc(CN(C)CC(=O)Nc2cc(OC)c([N+](=O)[O-])cc2C)cc1,7,714,1%,-0.1%,-3%,3.9,59,4%,3%,-10%,i,48
CC(c1ccccc1)C(CC(=O)O)C(=O)Nc1ccc(Cl)c(Cl)c1 (stereo not given),-10,821,-5%,0.8%,10%,4.8,55,-1%,1%,-8%,i,61
COc1cccc(OCc2cc(C(=O)N(C)C3CC(C)(C)NC(C)(C)C3)no2)c1,-2,756,-7%,-0.2%,10%,-0.7,72,0%,-10%,-7%,i,29
Cc1ccc(C)c(C(=O)CSc2nc(C)cc(=O)[nH]2)c1,-1,848,-10%,0.6%,5%,-0.7,60,5%,4%,10%,i,25
CC(=O)Nc1cc(-c2ccccc2)nn1Cc1ccc(Cl)cc1,-5,701,-1%,-0.3%,-1%,0.7,62,4%,6%,-16%,i,33
O=C1CSC(c2ccccc2)N1c1ccccc1F (stereo not given),-16,836,-6%,-0.1%,6%,0.6,57,6%,4%,4%,i,23
CCCCn1cnc2sc3c(c2c1=N)CCCC3,-3,731,-3%,-0.1%,0%,3.1,82,3%,5%,1%,i,32
COC(=O)c1ccc(NC2CC(=O)N(c3ccccc3C)C2=O)cc1 (stereo not given),23,782,-3%,-0.1%,7%,-2.2,48,1%,-1%,-7%,i,25
Cc1ccc(Oc2c(C=O)c3ccccc3n2C)cc1,.,.,-5%,0.6%,12%,3.1,53,-2%,6%,-12%,i,43
Cc1ccc(S(=O)(=O)N[C@H](C(=O)OCC(=O)N2N=C(c3ccc(Cl)cc3)CC2c2ccco2)C(C)C)cc1 (stereo not given in full),20,630,18%,-0.3%,5%,0.7,61,5%,10%,-5%,i,31

# In the list so far, these contain an aryl methoxy group.
SMILES,Lipid droplet,Lipid droplet cells 6.5 µM,LYP inhibition,GPR55 activation,MgcRacGAP inhibition,NTR1 agonist,NTR1 agonist cell count 20 µM,SV40 large T antigen,GPR55 antagonists,GPR35 arrestin U2OS,T cell HTS,T cell HTS vesicle-bound %
COc1ccccc1CNS(=O)(=O)c1cccc(S(=O)(=O)N2CCOCC2)c1,23,574,-1%,0.2%,-7%,3.3,48,1%,0%,6%,i,42
COc1ccc(C(=O)CSc2nnc(Cn3nnc4ccccc43)n2C)cc1,-2,814,-11%,-0.2%,3%,0.0,48,3%,-1%,-10%,i,22
CCOc1ccc(CN(C)CC(=O)Nc2cc(OC)c([N+](=O)[O-])cc2C)cc1,7,714,1%,-0.1%,-3%,3.9,59,4%,3%,-10%,i,48
COc1cccc(OCc2cc(C(=O)N(C)C3CC(C)(C)NC(C)(C)C3)no2)c1,-2,756,-7%,-0.2%,10%,-0.7,72,0%,-10%,-7%,i,29

# Next structures.
SMILES,Lipid droplet,Lipid droplet cells 6.5 µM,LYP inhibition,GPR55 activation,MgcRacGAP inhibition,NTR1 agonist,NTR1 agonist cell count 20 µM,SV40 large T antigen,GPR55 antagonists,GPR35 arrestin U2OS,T cell HTS,T cell HTS vesicle-bound %
O=S1(=O)N=C(Nc2ccc(O)cc2)c2ccccc21,8,694,-6%,-0.5%,22µM*,1.0,45,5.1µM*,-7%,-7%,i,40
Cc1ccc(NC(=O)C2CCCN2C(=O)OC(C)(C)C)cc1C (stereo not given),-8,716,1%,-0.1%,10%,2.1,59,9%,2%,1%,i,48
N#Cc1cc(-c2ccccc2)nc(Oc2ccc(Cl)cc2)n1,-22,531,3%,-0.2%,12%,14,47,9%,6%,5%,i,27
O=C(Nc1ccc2c(c1)CCC2)c1cccc(S(=O)(=O)N2CCN(c3ccc(F)cc3)CC2)c1,.,.,1%,0.7%,-1%,3.7,36,-3%,9%,-10%,i,49
O=C(COC(=O)c1ccc(NC(=O)C2CC=CCC2C(=O)O)cc1)c1ccccc1 (stereo not given),5,850,-2%,0.0%,9%,1.7,72,22%,-1%,1%,i,44
Cc1cc(C)c(C#N)c(N2CCC(C(N)=O)CC2)n1,-16,732,-2%,-0.1%,15%,2.5,85,5%,8%,-14%,i,42
COc1ccc(N/N=C(/Oc2ccc([N+](=O)[O-])cc2)C(C)=O)cc1,18,738,-2%,-0.3%,5%,0.9,77,5%,8%,12%,i,56
O=C1NCC(CN(c2ccccc2)c2ccccc2)O1 (stereo not given),.,.,-5%,-0.1%,7%,-2.3,80,10%,6%,-1%,i,29
Cc1ccc(-c2nnc(N3CCN(C(=O)Cn4c(=O)n(C)c5ccccc54)CC3)c3ccccc23)cc1,0,737,-2%,0.0%,7%,0.7,71,7%,-4%,-7%,i,38
Cc1ccc(-c2ccc(S(=O)(=O)N3CC(C)OC(C)C3)cc2)cc1 (stereo not given),-8,716,-3%,-0.1%,12%,0.0,38,6%,1%,-11%,i,3
CCN=C1SC(C(=O)Nc2cccc(C(=O)O)c2)CC(=O)N1CC (stereo not given),.,.,-4%,1.3%,3%,-0.2,72,6%,6%,-2%,i,22
Cc1cc(N2CCCC2)ccc1NC(=O)CN1C(=O)NC2(CCCCC2)C1=O,.,.,.,.,268µM*,0.2,58,31%,.,.,i,13
COc1ccccc1NS(=O)(=O)NC(=O)c1cn(C)c2ccccc12,24,785,-6%,-0.1%,7%,0.0,63,5%,12%,11%,i,12
Cn1c(=O)c2c(nc(Oc3ccccn3)n2C)n(C)c1=O,.,.,-8%,-0.3%,.,.,.,.,-6%,-4%,.,.
CC(=O)C1=C(NC(=O)c2ccccc2F)C[C@@H]2[C@H]1C2(C)C,-22,720,-2%,-0.1%,4%,2.7,44,-4%,-12%,-1%,i,31
O=S(=O)(c1cccc(C(F)(F)F)c1)N1CCC(CO)(CCCc2ccccc2)CC1,-14,810,-3%,0.2%,8%,14,53,8%,8%,-1%,i,61
CCOc1ccc(S(=O)(=O)N(C)CC(=O)NCc2ccccn2)cc1Cl,-6,773,-8%,-0.2%,8%,-0.5,54,2%,3%,7%,i,19
CC(O)[C@H]1CN=C(N)N1CCc1cc(C(F)(F)F)cc(C(F)(F)F)c1 (stereo not given in full),7,670,-11%,-0.1%,9%,-5.2,92,6%,17%,-4%,i,31
Cc1ccc(Nc2ccccc2)nn1,-3,751,-7%,-0.1%,5%,0.0,52,13%,-5%,-3%,i,37
COc1cc(C=C2C(=O)c3ccccc3C2=O)cc(OC)c1,-3,691,-7%,-0.2%,6%,0.2,47,11%,2%,-7%,i,58
CN(C)c1nnnn1-c1ccc(Cl)cc1,-3,670,-2%,0.0%,9%,1.7,75,3%,-2%,-9%,i,57
CCOc1ccc(C(C)=O)cc1CSc1nnc(-c2ccncc2)n1CCOC,-6,641,-8%,-0.4%,-7%,-0.5,60,7%,9%,19%,i,35
COc1ccc(-n2nc3c(c2NC(=O)Cc2cccc(C)c2)CS(=O)C3)cc1 (stereo not given),.,.,-6%,-0.1%,4%,-0.4,57,3%,3%,19%,i,38
CCC1(c2ccccc2)NC(=O)N(CC(=O)Nc2ccc(S(=O)(=O)Nc3ncccn3)cc2)C1=O (stereo not given),.,.,.,.,3%,-0.3,54,11%,.,.,i,35
O=C(C1=C(O)C(=O)N(c2ncccn2)C1c1cccs1)c1ccco1 (stereo not given),.,.,1%,0.2%,22%,0.3,54,22%,18%,15%,i,40
CN(C)S(=O)(=O)c1ccc(C(=O)OCC(=O)Nc2cccnc2Cl)cc1,0,763,-4%,-0.3%,3%,1.7,65,23%,-3%,28%,i,24
O=C(/C=C\N1CCOCC1)c1ccc(Br)cc1,-4,736,-10%,-0.4%,3%,-0.7,65,6%,0%,2%,i,62
Cc1cc(C)n(CC(=O)N2CCCC(N3CCN(c4ccccc4C)CC3)C2)n1 (stereo not given),-1,853,-1%,-0.1%,1%,-0.8,49,8%,17%,5%,i,26
O=C(NCCO)C(=O)Nc1cc2c3c(c1)CC(=O)N3CCC2,-2,743,-8%,-0.1%,.,-0.7,64,8%,4%,27%,i,22
COC(=O)C1=C(SC)N(c2ccccc2)C(c2ccccc2)CC1=O (stereo not given),-22,600,6%,-0.1%,1%,0.8,38,0%,6%,-7%,i,50
Brc1cccc(/C=N/Nc2nc(N3CCCCC3)nc(N3CCCCC3)n2)c1,-4,665,-4%,0.2%,.,3.3,101,4%,2%,4%,i,44
Cc1cc(=O)[nH]c(-c2cccnc2)n1,2,648,0%,0.8%,-1%,-0.6,38,19%,6%,11%,i,14
COc1ccc(CNC(=O)Cn2nc(-c3ccc4c(c3)OCCO4)ccc2=O)cc1,.,.,-6%,-0.1%,1%,0.0,49,9%,18%,13%,i,42
O=C(C1=C[C@H](c2ccccc2)C[C@H](OCc2ccc(CO)cc2)O1)N1CCN(Cc2ccccc2)CC1,-3,689,-4%,0.6%,6%,3.6,33,6%,7%,-8%,.,.
CC(=O)c1ccc(NC(=O)c2ccccc2Sc2ncnc3sc(C)c(C)c23)cc1,-8,672,-4%,0.3%,13%,0.1,88,14%,10%,1%,i,60
COc1ccc(C(=O)NC(=S)Nc2cccnc2)cc1[N+](=O)[O-],-31,652,1%,0.7%,0%,-0.9,93,-8%,13%,-9%,i,32

# Compound activity as filed in PubChem BioAssay.
